Compound activity deposited in PubChem BioAssay by The Scripps Research Institute Molecular Screening Center.
MITF primary: blocks human microphthalmia-associated transcription factor; AlphaScreen MITF homodimerization, bead proximity signal; actives 0.91% (n = 650,000); AID 1259374; inhibition, % at 2.6 µM; in the data active means inhibition above about 50%;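 further: 0% = vehicle wells with protein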
Target sequence (O75030 whole entry, looked up): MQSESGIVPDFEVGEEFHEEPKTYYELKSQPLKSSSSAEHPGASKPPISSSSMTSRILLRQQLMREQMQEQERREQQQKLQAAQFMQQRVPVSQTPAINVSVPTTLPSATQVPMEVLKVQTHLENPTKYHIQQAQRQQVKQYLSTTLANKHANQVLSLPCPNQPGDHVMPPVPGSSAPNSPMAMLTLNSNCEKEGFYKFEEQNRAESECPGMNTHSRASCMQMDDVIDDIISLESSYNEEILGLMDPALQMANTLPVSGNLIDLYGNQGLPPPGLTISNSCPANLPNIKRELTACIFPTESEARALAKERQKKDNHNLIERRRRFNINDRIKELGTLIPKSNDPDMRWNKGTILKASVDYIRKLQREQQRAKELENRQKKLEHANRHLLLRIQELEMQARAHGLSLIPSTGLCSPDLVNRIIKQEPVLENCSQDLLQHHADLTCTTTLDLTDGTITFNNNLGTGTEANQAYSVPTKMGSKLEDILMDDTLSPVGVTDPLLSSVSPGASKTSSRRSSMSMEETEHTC
GPR151 ag: activators of human GPR151; Q8TDV0; PathHunter beta-arrestin GPR151 cells, luminescence; activation, % at 11.2 µM; actives 1% (n = 650,000); AID 1508602; in the data active means activation above about 4.9%;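 further: 0% = median of compound wells and 100% = cells with positive control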
Target sequence (Q8TDV0 whole entry, looked up): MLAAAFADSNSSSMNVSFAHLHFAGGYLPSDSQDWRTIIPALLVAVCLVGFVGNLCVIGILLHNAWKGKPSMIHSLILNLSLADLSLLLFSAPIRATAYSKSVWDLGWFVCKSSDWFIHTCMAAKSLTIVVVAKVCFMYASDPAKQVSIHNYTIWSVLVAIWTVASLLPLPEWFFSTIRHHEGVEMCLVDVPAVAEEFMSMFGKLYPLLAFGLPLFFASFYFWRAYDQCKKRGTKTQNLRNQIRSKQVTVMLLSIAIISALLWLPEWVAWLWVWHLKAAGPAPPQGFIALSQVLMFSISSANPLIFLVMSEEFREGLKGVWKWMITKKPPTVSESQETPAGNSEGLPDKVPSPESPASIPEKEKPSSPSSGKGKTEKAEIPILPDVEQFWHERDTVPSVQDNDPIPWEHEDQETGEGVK
FBW7 act: activators of human E3 ligase FBW7; actives 0.13% (n = 650,000); Q969H0; AID 1259310; normalized activity (activation), % at 26.1 µM; AlphaScreen FBW7–phospho-cyclin E peptide binding, activator screen; in the data active means normalized activity above about 1.9%;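 further: purified mutant Fbw7 with reduced substrate affinity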
TEAD-YAP block: TEAD-YAP interaction inhibition; actives 1.4% (n = 640,000); HEK-TIYL cells, TEAD-Gal4/YAP UAS-luciferase luminescence; AID 1259422; inhibition, % at 9.12 µM; in the data active means inhibition above about 32%;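 further: 0% = median of test compound wells and 100% = reference inhibitor wells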
* hit, by the source's call; · = not tested or not shown.

Order of values – MITF primary, FBW7 act, GPR151 ag, TEAD-YAP block
1: Cc1cc(N)nc2nc(C(F)(F)F)nn12
→ -14.4, 0.2, -1.9, -3.1
2: NC(=O)c1ccc(NC(=O)CSc2ccccn2)cc1
→ 17.2, 1.2, 1.1, -9.8
3: COc1cc(/C=C2\SC(=O)NC2=O)cc([N+](=O)[O-])c1O
→ 4.1, 0.3, -0.2, 0.8
4: COC(=O)c1c(NC(=S)NNC(=O)Cc2cccn2C)sc2c1CCC2
→ 13.4, 0.1, 2.8, -4.1
5: CCOC(=O)N1CCC(NC(=O)c2cc(S(=O)(=O)N3CCCC3)ccc2F)CC1
→ 8.1, -0.1, 0.0, 13.9
6: CC1CN(CCC(=O)NCCN2CCC(c3ccccc3)C2)Cc2ccccc2O1 (configuration not stated)
→ 0.7, -0.2, 1.8, -4.8
7: COc1cc2nc(Nc3cc(OC)c(OC)c(OC)c3)nc(Nc3ccc4c(c3)OCO4)c2cc1OC
→ 9.2, -0.1, -2.2, 15.7
8: O=c1nc(SCc2c(F)cccc2Cl)c2c([nH]1)CCCC2
→ -1.4, 0.0, -0.4, -0.8
9: C/C(=N\NC(=O)c1cccc([N+](=O)[O-])c1)c1ccccn1
→ -6.0, 0.1, 1.0, -9.6
10: CCOC(=O)/C(C#N)=C(/O)c1ccc(N2C(=O)C3C4C=CC(C4)C3C2=O)cc1 (configuration not stated)
→ 15.6, 0.2, -1.0, 0.1

Continued, starting with the last 4 of the part before.
Order of values – MITF primary, FBW7 act, GPR151 ag, TEAD-YAP block
7: COc1cc2nc(Nc3cc(OC)c(OC)c(OC)c3)nc(Nc3ccc4c(c3)OCO4)c2cc1OC
→ 9.2, -0.1, -2.2, 15.7
8: O=c1nc(SCc2c(F)cccc2Cl)c2c([nH]1)CCCC2
→ -1.4, 0.0, -0.4, -0.8
9: C/C(=N\NC(=O)c1cccc([N+](=O)[O-])c1)c1ccccn1
→ -6.0, 0.1, 1.0, -9.6
10: CCOC(=O)/C(C#N)=C(/O)c1ccc(N2C(=O)C3C4C=CC(C4)C3C2=O)cc1 (configuration not stated)
→ 15.6, 0.2, -1.0, 0.1
11: CN1CCN(c2ccc(-c3cccc(C(=O)NCc4nc5ccccc5[nH]4)n3)cc2)CC1
→ 12.8, 0.1, 1.9, 48.8*
12: CCOC(=O)c1c(NC(=O)CSc2nnc(CNC(=O)c3c(F)cccc3Cl)n2C2CCCCC2)sc2c1CCC2
→ -2.1, 0.0, 1.5, 1.2
13: O=C(Nc1ccccc1C(=O)N1CCN(Cc2ccccc2)CC1)c1ccc(F)cc1
→ -3.5, 0.0, -1.5, 4.6
14: Cc1ccc2c(c1)C(O)(c1c(C)nn(-c3ccccc3C(F)(F)F)c1N)C(=O)N2 (configuration not stated)
→ 0.6, -0.1, 0.2, -5.4
15: CC(=O)c1ccc(NC(=O)CCOc2cc(C)ccc2C)cc1
→ -8.8, -0.1, 0.3, -33.0
16: CC(=O)N1CCc2ccc(NS(=O)(=O)c3ccc(C(C)(C)C)cc3)cc21
→ 6.6, 0.1, 1.7, 32.4*
17: N/C(=N\OC(=O)COc1ccc([N+](=O)[O-])cc1)c1cccnc1
→ 12.3, -0.1, -0.3, 5.5
18: CC12CC3CC(C1)CC(NC(=O)c1ccc(Cl)cc1Cl)(C3)C2
→ 6.2, 0.0, 5.0*, -9.0
19: Cn1c(-c2ccncc2)nn(CN2CCN(Cc3ccccc3)CC2)c1=S
→ -10.7, -0.1, -0.9, -1.9
20: O=C(O)Cn1cnc2c(nc3n2CCCCC3)c1=O
→ 8.0, 0.2, 0.7, -2.4
21: COc1ccc(Cl)cc1NC(=O)c1sc2ncn(CC(=O)N3CCCCC3C)c(=O)c2c1C (configuration not stated)
→ 10.9, -0.2, 1.6, -5.2
22: Cc1c(C(=O)N(C)Cc2ccccc2)sc2ncn(CC(=O)Nc3cccc(C(F)(F)F)c3)c(=O)c12
→ 7.7, 0.1, 2.3, 10.1
23: O=C(CN1CCC2(CC1)Nc1ccccc1-n1cccc12)NCC1CCCO1 (configuration not stated)
→ 14.6, -0.1, 1.7, 1.3
24: CC(=O)N1CCc2cc(Br)cc(S(=O)(=O)NC(C)c3ccccc3)c21 (configuration not stated)
→ 8.4, 0.1, -1.7, 2.3
25: Cc1ccc(NC(=O)CN2C(=O)C(C)(C)Oc3ccc(C(=O)NC4CCCC4)cc32)c(C)c1
→ 6.6, 0.1, 1.4, -9.9
26: Cc1ccc(OCC(=O)Nc2ccc3c(c2)OCCO3)c(Br)c1
→ 4.4, 0.2, 1.9, -111.7
27: Cc1cc(N=Cc2nc(-c3ccc(Br)cc3)oc2O)no1
→ 18.9, 0.0, -0.1, -1.7
28: O=C(N=NC(=O)c1ccco1)c1ccc2c(O)n(N3C(=O)c4ccccc4C3=O)c(O)c2c1
→ 17.1, 0.5, -0.8, -1.8
29: Cc1ccc(NC(=O)c2c3c(nc4ccccc24)CCC3)cc1S(=O)(=O)N(C)C
→ 18.9, -0.1, 0.6, -4.0
30: C=CCOC(=O)C1=C(C)OC(N)=C(C#N)C1c1ccc(OC)c(OC)c1 (configuration not stated)
→ 5.5, -0.1, -0.6, -2.6
31: COc1ccc(C(=O)N2Cc3cc(C)ccc3OC(C)C2)c(OC)n1 (configuration not stated)
→ -2.0, -0.1, -0.6, 1.3
32: O=C(CSc1cccc[n+]1[O-])Nc1cccc([N+](=O)[O-])c1
→ 5.0, 0.0, 1.5, 6.5
33: COC(=O)CCC1Nc2c3cc(OC)c(OC)cc3nc(=S)n2C1=O (configuration not stated)
→ 9.5, -0.2, 0.3, -7.2
34: CC1=NNC(=O)C1CCc1ccncc1 (configuration not stated)
→ 23.1, 0.7, -0.6, 11.1
35: C=CCn1c(C)cn2c3c(=O)n(CCC(=O)OCC)c(=O)n(C)c3nc12
→ 11.3, -0.1, 0.1, 13.1
36: COc1ccc(-n2c(SCc3ccccc3Cl)nc3ccsc3c2=O)cc1
→ -10.0, 0.0, 0.3, 4.0
37: C=C(Cl)COc1nc2cc(OC)c(OC)cc2cc1CN[C@@H](CC(C)C)C(N)=O
→ 3.3, 0.1, -0.2, 7.8
38: CC(=O)Nc1ccc(N(CC(O)Cn2c3ccccc3c3ccccc32)S(=O)(=O)c2ccc(C)cc2)cc1 (configuration not stated)
→ -7.0, -0.1, -0.8, -0.5
39: CCSc1nc2sccn2c(=O)c1C(=O)NC1CCCCC1
→ 8.4, -0.5, -0.7, 2.9
40: O=C(Nc1ccc(Oc2ccccc2)cc1)c1ccc2c(=O)n(-c3cccc(C(F)(F)F)c3)c(=S)[nH]c2c1
→ -6.2, 0.0, -0.2, -0.8
41: Cc1ccc(NC(=O)COc2ccc(Br)cc2)cc1
→ 10.9, 0.6, -0.4, 0.6
42: O=C1C(c2sc(=S)n(-c3ccccc3)c2O)=Nc2ccccc21
→ -4.5, -0.2, -1.0, -4.1
43: COc1ccc(C2CC(=O)C3=C(C2)Nc2ccccc2NC3c2coc3ccc(C)cc3c2=O)cc1 (configuration not stated)
→ 3.5, 0.0, -0.6, -4.1
44: CCSCCOC(=O)C1=C(C)NC2=C(C(=O)CC(c3cccs3)C2)C1c1cccc(F)c1 (configuration not stated)
→ 1.0, 0.1, 0.2, 6.2
45: COc1ccc(-n2c(/C=C/c3cccc(OC)c3O)nc3ccccc3c2=O)cc1OC
→ -12.0, -0.1, -0.8, 8.3
46: COc1ccccc1NC(=O)c1cc(S(=O)(=O)N2CCCCC2)ccc1F
→ 12.2, 1.0, 1.1, -1.0
47: Cc1cccc(-c2oc(C)c(C)[n+]2[O-])c1
→ -7.7, -0.1, 0.1, -7.7
48: Cc1ccc2cccc(S(=O)(=O)Nc3c(C)n(C)n(-c4ccccc4)c3=O)c2n1
→ -6.3, 1.1, 1.6, -8.5
49: Cc1ccc(OC(=O)c2cccc(S(=O)(=O)N3CCOCC3)c2)cc1C
→ 3.0, 0.3, 0.0, 13.0
50: O=C1C2=C(C(c3ccccc3)=NCCN2)C(c2cccc([N+](=O)[O-])c2)N1c1ccccc1 (configuration not stated)
→ 15.2, 0.0, 0.0, 3.6

Results in TEAD-YAP block (four entries from above):
# | SMILES | TEAD-YAP block
42 | O=C1C(c2sc(=S)n(-c3ccccc3)c2O)=Nc2ccccc21 | -4.1
47 | Cc1cccc(-c2oc(C)c(C)[n+]2[O-])c1 | -7.7
44 | CCSCCOC(=O)C1=C(C)NC2=C(C(=O)CC(c3cccs3)C2)C1c1cccc(F)c1 (configuration not stated) | 6.2
49 | Cc1ccc(OC(=O)c2cccc(S(=O)(=O)N3CCOCC3)c2)cc1C | 13.0

5 of the compounds above, screen by screen:
43: COc1ccc(C2CC(=O)C3=C(C2)Nc2ccccc2NC3c2coc3ccc(C)cc3c2=O)cc1 (configuration not stated)
45: COc1ccc(-n2c(/C=C/c3cccc(OC)c3O)nc3ccccc3c2=O)cc1OC
49: Cc1ccc(OC(=O)c2cccc(S(=O)(=O)N3CCOCC3)c2)cc1C
47: Cc1cccc(-c2oc(C)c(C)[n+]2[O-])c1
48: Cc1ccc2cccc(S(=O)(=O)Nc3c(C)n(C)n(-c4ccccc4)c3=O)c2n1

compound no. | 43 | 45 | 49 | 47 | 48
MITF primary | 3.5 | -12.0 | 3.0 | -7.7 | -6.3
FBW7 act | 0.0 | -0.1 | 0.3 | -0.1 | 1.1
GPR151 ag | -0.6 | -0.8 | 0.0 | 0.1 | 1.6
TEAD-YAP block | -4.1 | 8.3 | 13.0 | -7.7 | -8.5

Remaining list, next part.
Order of values – MITF primary, FBW7 act, GPR151 ag, TEAD-YAP block
51: O=C(NCc1cccs1)c1cnc2scc(-c3ccc(Cl)cc3)n2c1=O
→ 12.2, 0.0, -0.7, 0.4
52: O=C(CCCn1c2ccccc2c(=O)c2ccccc21)Nc1ccc(Oc2ccc(Cl)cc2)cc1
→ -8.9, 0.7, -0.6, -17.5
53: Cn1cc(S(=O)(=O)Nc2ccc(Oc3ccccc3)cc2)c(=O)n(C)c1=O
→ 3.7, 0.7, -1.1, 6.9
54: COc1ccc(/C=C/CNc2nc(C)c(-c3ccn(C)n3)s2)cc1
→ 5.7, 0.4, -0.1, 3.4
55: C=CCNc1ncnc2c1c(-c1ccccc1)cn2-c1ccc(C)cc1
→ 5.6, -0.1, -1.4, 2.0
56: COc1cc2c(cc1OC)-c1nnc(-c3ccc(Cl)cc3)n1C(C)(C)C2
→ 9.4, -0.2, -1.2, -1.6
57: COC(=O)C1=CN(Cc2ccc(Cl)cc2)C=C(C(=O)OC)C1c1ccc(OC)c(OCc2ccccc2)c1
→ -13.4, 0.5, -1.8, 54.9*
58: Cc1ccc(C)c(N(CC(=O)NC(C)C)C(=O)CCC(=O)Nc2ccccn2)c1
→ -0.1, 0.0, -1.3, 3.1
59: OCCCNc1ncnc2sc3c(c12)CCCC3
→ 14.7, 0.0, 0.1, -4.6
60: COc1ccc(CNC(=O)COC(=O)CCSC)cc1
→ 3.2, 0.1, -0.7, 0.0
61: COc1cc(NC(=O)c2cccs2)c(OC)cc1Br
→ 4.4, 1.6, -0.8, 8.5
62: N#C/C(=C/c1ccc(CNS(=O)(=O)c2ccc(Br)cc2)o1)C(N)=O
→ -22.2, 0.0, 0.7, -7.5
63: COc1cc(Cl)c(C)cc1NC(=O)c1sc2nc(C)nc(N(C)c3ccc(C(C)C)cc3)c2c1C
→ 3.0, -0.1, -0.1, -16.6
64: Cc1cc(C)c(S(=O)(=O)N2CCOC23CCN(S(=O)(=O)c2ccc(F)cc2C)CC3)c(C)c1
→ -7.2, 0.0, -1.1, 5.0
65: CC(=O)Nc1ccccc1/C=C/c1ccc2c(C)cc(C)c(O)c2n1
→ -3.2, 0.0, 2.4, 7.8
66: CCOc1ccc(N2CC(C(=O)Nc3ccccc3OCC)CC2=O)cc1 (configuration not stated)
→ -0.1, -0.1, 0.3, 3.2
67: Cc1cccc(NCN2C(=O)C3C4C=CC(C4)C3C2=O)c1 (configuration not stated)
→ -1.0, -0.1, 0.6, 3.1
68: CCOc1ccc(NC(=O)c2c(NC(=O)c3ccncc3)sc3c2CCCCC3)cc1
→ -9.6, 0.0, -0.3, -6.4
69: Cc1cc(C)nc(N/N=C/c2ccccc2OC(F)F)n1
→ 25.4, -0.4, 1.1, -8.1
70: CCCCN(C)CCN1C(=O)C2C(C(=O)Nc3cccc(C)c3)C3C=CC2(O3)C1C(=O)NC1CCCC(C)C1C (configuration not stated)
→ -24.4, 0.0, -0.4, -2.3
71: CCOC(=O)c1c(C)[nH]c(NC(=O)Nc2cccc(C)c2)c1C
→ 6.9, 0.7, -1.2, -6.1
72: CCc1ccc(S(=O)(=O)Nc2cc3c(C(=O)OC)c(C)oc3c3ccccc23)cc1
→ 11.1, 0.0, 1.1, -14.7
73: O=C1CCC(CCC(=O)N2CCOc3ccccc3C2)(Cc2ccc(F)cc2)N1 (configuration not stated)
→ 8.5, 0.2, -1.6, 13.1
74: Cn1c(=O)c(C(=O)Nc2nccs2)c(O)c2ccccc21
→ -8.4, -0.1, 0.8, -0.5
75: CCCCOc1ccc(C(CC(=O)c2ccccc2)Nc2ccc(I)cc2)cc1 (configuration not stated)
→ -2.1, 0.0, -0.1, -0.1
76: CCCCC/C=C\C/C=C\C/C=C\C/C=C\CCCC(=O)C(F)(F)F
→ 12.5, ·, 2.1, ·
77: COc1cc(NC(=O)c2cc(NCCCN3CCCC3=O)nc3ccccc23)cc(OC)c1OC
→ 20.4, 0.2, 2.0, -4.6
